Screening results deposited in PubChem BioAssay by several laboratories.
NR2E3 ag-1 = agonists of human nuclear receptor NR2E3 | Q9Y5X4 | GST-NR2E3/biotin-RetCOR TR-FRET, 1536-well | inhibition of corepressor binding, % at 4.78 µM | 320,000 tested, 0.12% active | AID 2300;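 active = percent inhibition above the cutoff of mean plus 3 SD of all tested compounds, set per screening campaign, cut at about 20% in these data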;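 also: 0% = DMSO wells and 100% = biotin wells as full block of FRET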
Target sequence (Q9Y5X4 whole entry, looked up): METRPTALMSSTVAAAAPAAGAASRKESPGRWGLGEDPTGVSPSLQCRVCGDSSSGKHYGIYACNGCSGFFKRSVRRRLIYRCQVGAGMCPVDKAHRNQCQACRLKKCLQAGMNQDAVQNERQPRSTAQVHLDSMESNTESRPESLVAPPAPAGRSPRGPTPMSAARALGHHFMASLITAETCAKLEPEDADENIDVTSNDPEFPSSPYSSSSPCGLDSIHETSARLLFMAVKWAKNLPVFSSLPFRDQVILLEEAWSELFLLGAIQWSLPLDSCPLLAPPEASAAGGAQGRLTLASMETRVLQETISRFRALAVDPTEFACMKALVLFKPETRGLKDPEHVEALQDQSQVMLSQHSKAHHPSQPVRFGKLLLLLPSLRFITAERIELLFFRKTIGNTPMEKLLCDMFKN
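Material: NR2E3–RetCOR corepressor complex | Quantity: 1.35 nM GST-tagged NR2E3 final | Schedule: 5 h at 4 °C | Replication: Singlicate compound wells | Reagent: RetCOR corepressor, biotinylated, 7 nM | Controls: Biotin wells as high control, 0.6% DMSO wells as low control | Signal: TR-FRET, Eu(K)-anti-GST donor, streptavidin-D2 acceptor, ex 340, em 617/671 nm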
CF NFkB block = inhibitors of cystic fibrosis induced NF-kB | 360,000 tested, 0.86% active | AID 588850 | KKLEB NF-kB-GFP reporter, PAF-induced, GFP fluorescence overnight | inhibition, % at 5 µM;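 active = at least 50% inhibition at 5 µM, scaled per plate between neutral and stimulator controls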;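 also: PAF is a Pseudomonas aeruginosa culture filtrate used as stimulus; plate controls were PAF-stimulated DMSO wells for no effect and unstimulated DMSO wells for full effect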
NR2E3 ag-2 = agonists of human NR2E3 nuclear receptor; Q9Y5X4; CHO-S Gal4-NCOR/VP16-NR2E3 two-hybrid, luciferase; inhibition of corepressor binding, % at 3.98 µM; 360,000 tested, 0.35% active; AID 602229;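 active = inhibition above the mean of all tested compounds plus 3 SD, cut at about 70% in these data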;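 also: 0% = DMSO with NR2E3 transfected cells and 100% = cells lacking NR2E3 construct; higher means lower luciferase signal from less NR2E3 corepressor binding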
KKLEB tox = counter-screen for CF NF-kB inhibitors: cytotoxicity | AID 602141 | 360,000 tested, 0.36% active | activity change (cytotoxicity), % at 5 µM | KKLEB CF airway cells viability, ATPlite luminescence, overnight; hits give low values; cells stimulated with P. aeruginosa culture filtrate;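 active = corrected activity change at or below -50% at 5 µM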
Shn3 inh set2 = Schnurri-3 reporter inhibition in Clone20 osteoblasts | Clone20 osteoblast Shn3 3'UTR firefly luciferase, 24 h | inhibition, % at 12.5 µM | 360,000 tested, 0.52% active;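 active = mean inhibition of at least 75% with every replicate also reaching 75%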;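 also: 0% = median of neutral control wells and 100% = pilot-screen positive control compound; some compounds past the cut are filed as inactive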
hiPSC survival = increases survival of single human iPS cells. survival enhancement, % at 20 µM. hiPSC single-cell survival, ATPlite luminescence; 100% = ROCK inhibitor wells, 0% = DMSO. 360,000 tested, 0.044% active; in the data active = survival enhancement above about 18%;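 also: cells exposed to compounds for 16 hours before the ATP read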
Peg3 promoter = Peg3 promoter activity inhibition | AID 588405 | HeLa PEG-Prom luciferase reporter, luminescence, overnight | 360,000 tested, 1.7% active | inhibition, % at 20 µM;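 active = inhibition of at least 50% at 20 µM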
TRPM1 prom inh = MITF TRPM1 promoter inhibition in SK-MEL-5 cells. SK-MEL-5 TRPM1 promoter luciferase, 24 h. inhibition, % at 12.5 µM. 330,000 tested, 0.83% active. AID 488899;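 active = mean inhibition across replicates of 60% or more, whatever share of single replicates reaches that level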; also: values of inactives mirror those of a sister screen read the other way
TRAIL sens C8 = sensitizes caspase-8 expressing cells to TRAIL; NB7+C8 cells + TRAIL, ATPlite viability luminescence; inhibition (viability loss, TRAIL sensitization), % at 10 µM; 360,000 tested, 1% active;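 active = compounds causing at least 50% loss of cell viability in the single-dose screen, relative to plate controls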
HIF-2a block = HIF-2a inhibition; inhibition, % at 18.8 µM; 786-0 RCC cells HIF-2a reporter, luciferase luminescence, overnight; 360,000 tested, 0.72% active;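 active = inhibition of the luminescence signal of 40% or more relative to plate controls, in a single-dose primary screen at 18.75 µM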
EBV LMP1 NFkB = reduces LMP1-driven NF-kappaB luciferase signal | LMP1-induced NF-kappaB luciferase reporter cells, luminescence | inhibition, % at 12.5 µM | 350,000 tested, 0.69% active; in the data active = inhibition above about 41%;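 also: 0% = neutral control wells and 100% = reference inhibitor control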
Numbers without * were called inactive; nt = no result given.

SMILES	NR2E3 ag-1	CF NFkB block	NR2E3 ag-2	KKLEB tox	Shn3 inh set2	hiPSC survival	Peg3 promoter	TRPM1 prom inh	TRAIL sens C8	HIF-2a block	EBV LMP1 NFkB
OC(COCc1ccc(Cl)cc1)CN1CCN(CC(O)COCc2ccc(Cl)cc2)CC1 (stereo not given)	0	10	31	-16	63	0.5	18	20	-4	4	5
COc1cc(/C=C/C(=O)OCC(=O)c2c[nH]c3ccccc23)ccc1OC(F)F	-3	13	-16	1	-9	-1.6	15	-1	7	3	5
COc1ccc(OCCC(=O)Nc2cc3c(cc2C(=O)O)OCCCO3)cc1	nt	-9	3	14	-2	-0.4	15	8	6	13	2
CC(C)OCCCNC(=S)NNC(=O)c1ccc(Cl)c(Cl)c1	-1	-8	-90	10	-12	-0.9	-141	-10	-4	-245	0
Cc1ccccc1NS(=O)(=O)c1ccc(C)c(C(=O)N2CCOCC2)c1	0	9	-22	-11	-11	-0.5	5	8	-3	13	4
COc1ccc(-c2cc3ncnc(Cl)c3s2)cc1	1	18	-103	-12	-24	-0.8	-228	-36	48	-142	-6
COc1ccc(S(=O)(=O)Nc2ccc3c(c2)C(=O)N([C@@H](C)CO)C[C@@H](C)[C@H](CN(C)C(=O)CCCN(C)C)OCCCC[C@H](C)O3)cc1	nt	4	-8	-1	2	-0.7	-10	nt	6	2	7
COc1cccc(N(C(=O)c2csnn2)C(C(=O)NC2CCCC2)c2ccccc2)c1 (stereo not given)	-1	-9	-17	14	0	-0.3	14	14	1	5	2
COc1ccc(-c2nc(CSCC(=O)N3CCN(C4CCCCC4)CC3)c(C)o2)cc1OC	2	11	-11	3	-8	-2.6	3	1	-13	9	-2
COC(=O)c1c(C)oc2ccc(OC(=O)c3cccs3)cc12	3	-10	-2	11	15	9.3	-42	-7	-16	-1	2
Cc1ccc(-c2nnc(SCC(=O)Nc3ccc4c(c3)oc3ccccc34)n2C)c(Cl)c1	5	-3	-8	-16	-10	4.8	-30	2	18	-42	8
Cc1cc(C(=O)N(C)CC2CCCN(CCc3ccc(F)cc3)C2)c(C)o1 (stereo not given)	-2	3	13	5	-7	1.7	4	11	-18	7	-7
CC(=O)NC1=CC(=C[N+](=O)[O-])C=C1O	nt	-25	26	10	-4	2.4	2	-7	20	8	-9
CCOC(=O)c1c(C)n(C)c2ccc(OC)c(NS(=O)(=O)c3ccc(Cl)s3)c12	-1	3	-18	-9	42	-0.2	22	-7	1	10	1
CCOc1ccc(N2C(=O)/C(=C\c3ccc(O)c(OC)c3)S(=O)(=O)C2c2cccc([N+](=O)[O-])c2)cc1 (stereo not given)	7	-16	11	-6	-16	0.2	-3	-5	33	19	-2
S=c1[nH]nc(C2CCCCC2)n1/N=C/C(Cl)=C\c1ccccc1	-1	-19	4	8	0	-0.8	-28	1	-7	-1	-3
Cc1ccccc1Cn1c(NC2CCCC2)nc2c1c(=O)[nH]c(=O)n2C	1	3	-22	-6	1	0.3	12	2	5	8	-1
Cc1nn(-c2ccccc2)c(N)c1C(c1ccc(C(C)C)cc1)c1c(C)nn(-c2ccccc2)c1N	3	-4	-24	19	20	1.6	8	4	-8	22	-7
Clc1nssc1=Nc1ccc(Br)cc1	nt	24	-10	-4	27	-0.6	-21	11	0	-65	-11
CCn1c2ccccc2c2cc(N=C3SC(CC(=O)Nc4ccccc4)C(=O)N3C)ccc21 (stereo not given)	1	56*	-23	-52*	9	2.4	11	0	4	20	3
COc1ccc(NC(=O)CC2C(=O)N(c3ccc(Cl)cc3)C(=S)N2CCc2ccccn2)cc1 (stereo not given)	3	-19	-20	10	21	-0.2	-35	12	-5	-44	-10
COc1c(C)cccc1C(=O)Nc1ccc(CN2CCCCC2)cc1	-1	8	-47	5	-34	-1.9	-33	-41	1	-154	-28
Cn1ccnc1SCC(=O)NCC(=O)Nc1ccc(F)c(F)c1F	nt	-45	5	23	-20	-2.7	10	3	7	4	-4
COc1ccc(O)c(/C=N/NC(=O)c2cc(=O)[nH]c3ccccc23)c1	0	-5	-6	-2	5	0.3	11	18	-5	17	4
CC(C)(C)NC(=O)C(c1ccco1)N(C(=O)c1ccc(CN2CCOCC2)o1)c1ccccc1 (stereo not given)	3	9	6	-4	-7	-2.1	8	7	4	6	1
(list continues)
SMILES	NR2E3 ag-1	CF NFkB block	NR2E3 ag-2	KKLEB tox	Shn3 inh set2	hiPSC survival	Peg3 promoter	TRPM1 prom inh	TRAIL sens C8	HIF-2a block	EBV LMP1 NFkB
Cc1scc(C(=O)N/N=C/c2ccc(OCC(C)C)cc2)c1C	-2	6	-43	4	-19	-1.1	-29	-19	24	-20	-12
CCO[C@@H]1OC(C(=O)N2CCN(Cc3ccccc3)CC2)=C[C@H](c2ccc(C(F)(F)F)cc2)[C@H]1CCCO	1	5	16	-24	23	0.2	22	-5	12	12	4
CCCCCn1c2c(c(=N)c3ccccc31)CCC2	0	-54	-8	17	68	-0.6	8	28	0	5	8
O=S(=O)(c1cccc(-c2n[nH]c(=S)n2-c2cccc(C(F)(F)F)c2)c1)N1CCOCC1	nt	6	-3	-8	-8	-0.4	22	nt	-27	11	2
COc1ccc(C(=O)NCC(c2ccco2)N2CCc3ccccc3C2)cc1 (stereo not given)	-1	-22	-15	26	-10	-0.4	1	1	5	1	-8
O=C(CN1CCN(CC(=O)Nc2ccccc2F)CC1)Nc1cccc(F)c1	nt	-14	-17	1	7	0.0	11	8	2	5	1
Cc1cc(NC(=NC2CC2)c2ccccc2)n(-c2ccccc2)n1	0	6	-22	-7	3	-0.7	4	10	-3	10	16
COc1ccc(Br)cc1CNCC1CCCO1 (stereo not given)	4	22	-6	-6	13	-0.2	5	1	-2	22	-1
CCOc1ccc(C(=S)N2CCN(C)CC2)cc1	1	-8	-7	3	-37	0.4	-7	-10	0	-1	11
OC(COCC(F)(F)C(F)(F)C(F)(F)C(F)F)Cn1c2ccc(Cl)cc2c2cc(Cl)ccc21 (stereo not given)	0	46	18	-17	8	-1.1	63*	2	5	-7	-41
O=C(NCc1cccnc1)c1ccc(Br)s1	-3	-5	-17	2	7	-0.6	-9	-3	-26	1	0
Cc1cc(C(=O)Nc2ccc(C#N)cc2)on1	nt	-17	-37	-2	6	1.8	-25	-17	-2	-54	3
Cn1c2ccccc2c2c(C(=O)O)cn(C3CCCC3)c(=O)c21	4	6	12	-10	-6	-0.8	17	8	0	23	-12
CSc1nc(C)cc(Oc2ccc(=O)n(C)n2)n1	0	0	3	2	-1	0.2	10	4	-1	4	20
COc1ccc(C(=O)N2CCN(c3ccccc3OC)CC2)cc1	2	21	-17	2	5	-1.7	-3	-4	-10	15	5
COc1cccc(-c2ccc(SCC(=O)NC3CCCC3)nn2)c1	-2	17	-18	-9	-8	-0.4	-8	1	-16	-10	-2
Cc1c(C(Nc2ccccn2)c2ccccc2)c(=O)n(-c2ccccc2)n1C (stereo not given)	-4	8	-17	-12	-16	-3.1	2	-6	-3	10	-12
CCOc1ccc(NC(=O)CN(C)C(=O)c2c(C)nn(-c3ccccc3)c2Cl)cc1OCC	-1	5	-15	-2	-8	-0.3	0	14	3	13	0
Cc1cc(C(=O)COC(=O)Cc2ccc(Cl)cc2)c(C)n1C	nt	-19	-20	12	-13	0.5	-19	-13	-6	2	3
COc1ccc(N(CC(=O)NCCSc2ccccn2)S(=O)(=O)c2ccccc2)c(OC)c1	4	-3	-14	-2	-9	-0.7	10	6	1	-5	-4
Nc1ncc(-c2ccccc2)c(-c2ccc(O)cc2O)n1	-3	51*	20	-12	-9	-0.8	43	14	-20	12	-5
CCOC(=O)C1CC(CN2C(=O)c3ccccc3C2=O)OC1=O (stereo not given)	nt	-8	-24	14	-9	1.0	-2	15	9	-1	-2
CCCCNC(=O)C1COc2ccccc2O1 (stereo not given)	3	-4	3	6	-6	-0.6	0	5	0	-14	-20
Cc1noc(C)c1NC(=O)Nc1cccc2c1O[C@H](CN(C)S(=O)(=O)c1cn(C)cn1)[C@@H](C)CN([C@H](C)CO)C2=O	nt	1	10	-3	-12	-1.2	-2	-4	9	-7	-3
CC(C)(C)C(=O)N1CCN(c2ncnc3scc(-c4ccccc4)c23)CC1	0	10	-31	-16	0	0.0	18	9	23	27	3

Among those listed so far, these have fluorine.
SMILES	NR2E3 ag-1	CF NFkB block	NR2E3 ag-2	KKLEB tox	Shn3 inh set2	hiPSC survival	Peg3 promoter	TRPM1 prom inh	TRAIL sens C8	HIF-2a block	EBV LMP1 NFkB
COc1cc(/C=C/C(=O)OCC(=O)c2c[nH]c3ccccc23)ccc1OC(F)F	-3	13	-16	1	-9	-1.6	15	-1	7	3	5
Cc1cc(C(=O)N(C)CC2CCCN(CCc3ccc(F)cc3)C2)c(C)o1 (stereo not given)	-2	3	13	5	-7	1.7	4	11	-18	7	-7
Cn1ccnc1SCC(=O)NCC(=O)Nc1ccc(F)c(F)c1F	nt	-45	5	23	-20	-2.7	10	3	7	4	-4
CCO[C@@H]1OC(C(=O)N2CCN(Cc3ccccc3)CC2)=C[C@H](c2ccc(C(F)(F)F)cc2)[C@H]1CCCO	1	5	16	-24	23	0.2	22	-5	12	12	4
O=S(=O)(c1cccc(-c2n[nH]c(=S)n2-c2cccc(C(F)(F)F)c2)c1)N1CCOCC1	nt	6	-3	-8	-8	-0.4	22	nt	-27	11	2
O=C(CN1CCN(CC(=O)Nc2ccccc2F)CC1)Nc1cccc(F)c1	nt	-14	-17	1	7	0.0	11	8	2	5	1
OC(COCC(F)(F)C(F)(F)C(F)(F)C(F)F)Cn1c2ccc(Cl)cc2c2cc(Cl)ccc21 (stereo not given)	0	46	18	-17	8	-1.1	63*	2	5	-7	-41

Record cards, as listed above.
`CCn1c2ccccc2c2cc(N=C3SC(CC(=O)Nc4ccccc4)C(=O)N3C)ccc21` (stereo not given) across the screens: NR2E3 ag-1: 1; CF NFkB block: 56*; NR2E3 ag-2: -23; KKLEB tox: -52*; Shn3 inh set2: 9; hiPSC survival: 2.4; Peg3 promoter: 11; TRPM1 prom inh: 0; TRAIL sens C8: 4; HIF-2a block: 20; EBV LMP1 NFkB: 3
`Cn1c2ccccc2c2c(C(=O)O)cn(C3CCCC3)c(=O)c21` across the screens: NR2E3 ag-1: 4; CF NFkB block: 6; NR2E3 ag-2: 12; KKLEB tox: -10; Shn3 inh set2: -6; hiPSC survival: -0.8; Peg3 promoter: 17; TRPM1 prom inh: 8; TRAIL sens C8: 0; HIF-2a block: 23; EBV LMP1 NFkB: -12

An excerpt, so the mix of outcomes need not match the whole.
